Bioassay records (PubChem BioAssay)
KLF5 inhibitor: inhibitors of KLF5 expression | AID 1700 | 290,000 tested, 0.23% active | inhibition, % at 5 µM | DLD-1 KLF5 promoter-luciferase reporter, luminescence;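 active = inhibition above a per-plate limit of that plate's mean compound inhibition plus 3 SD, cut at about 60% in these data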;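 also: 0% = DMSO wells and 100% = LY294002 at 200 µM; higher means less KLF5 promoter-driven luciferase light; inactives centre near -14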
HSP90 inh: HSP90 refolding inhibition in rabbit reticulocyte lysate. luciferase refolding luminescence, 3 h. inhibition, % at 5.6 µM. 290,000 tested, 0.91% active;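 active = inhibition above the screen-wide mean plus 3 SD, computed separately per campaign, cut at about 16% in these data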;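 also: 0% = DMSO wells and 100% = 60 µM geldanamycin wells; inhibitors lower the luminescence because luciferase stays unfolded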
GSK3beta inhib: inhibitors of human GSK3beta kinase; P49841; GST-GSK3beta kinase, ADP-Glo luminescence, 60 min; hits give low values; activity score (negative = inhibition), % at 10 µM; 300,000 tested, 0.038% active;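 active = more than half of replicate wells score below -50%, meaning over 50% inhibition versus plate controls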;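 also: 0% = median DMSO wells and -100% = median GW8510 positive control wells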
Target sequence (P49841 whole entry, looked up): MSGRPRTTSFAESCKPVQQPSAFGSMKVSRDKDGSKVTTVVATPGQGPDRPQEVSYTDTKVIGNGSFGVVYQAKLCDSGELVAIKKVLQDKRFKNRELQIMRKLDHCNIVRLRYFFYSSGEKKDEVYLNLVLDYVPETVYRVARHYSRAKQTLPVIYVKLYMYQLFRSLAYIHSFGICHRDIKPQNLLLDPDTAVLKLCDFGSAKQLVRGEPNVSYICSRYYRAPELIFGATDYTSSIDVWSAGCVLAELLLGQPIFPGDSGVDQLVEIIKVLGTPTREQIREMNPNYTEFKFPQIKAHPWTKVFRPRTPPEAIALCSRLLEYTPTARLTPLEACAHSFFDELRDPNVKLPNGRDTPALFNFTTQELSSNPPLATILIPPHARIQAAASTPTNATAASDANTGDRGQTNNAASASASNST
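test system = GST-tagged human GSK3beta kinase, cell-free | reagent = 25 µM ATP with peptide substrate | dosing = one dose of 10 µM per compound | schedule = 60 min reaction, RT | detection = luminescent ADP-Glo measurement of ADP formed | control set = DMSO neutral wells and GW8510 at 20 µM as positive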
HSF1 inh: HSF1 inhibition. 300,000 tested, 0.77% active. activity change, negative = inhibition, % at 7.5 µM (by protocol). NIH3T3-HGL HSE-luciferase, MG132-induced, luminescence 8 h; hits give low values;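 active = more than half of replicate wells show activity change below -50%, luminescence cut by over half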;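 also: luciferase reports HSF-1 transcriptional activity via heat shock element; 0% = median of DMSO wells and -100% = zero luminescence signal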
aSyn UTR inh: 5' untranslated region of α-synuclein, MLPCN primary screen | alpha-synuclein 5'UTR reporter, inhibitor activity | inhibition, % (tested at 7.5 µM) | 300,000 tested, 0.82% active | AID 1813; in the data active = inhibition above about 60%;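 also: H4 neuroglioblastoma cells stably carrying SNCA 5'UTR luciferase fusion; 0% = DMSO wells and 100% = positive control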
GSK3 alpha inh: human GSK-3 alpha kinase inhibition. P49840. ADP-Glo luminescence, 60 min. inhibition, % at 10 µM. 320,000 tested, 0.1% active. AID 2650;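 in the data active = inhibition above about 50%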;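 also: GST-tagged GSK-3 alpha with peptide substrate and 25 µM ATP; 0% = DMSO neutral wells and 100% = GW8510 positive control wells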
Target sequence (P49840 whole entry, looked up): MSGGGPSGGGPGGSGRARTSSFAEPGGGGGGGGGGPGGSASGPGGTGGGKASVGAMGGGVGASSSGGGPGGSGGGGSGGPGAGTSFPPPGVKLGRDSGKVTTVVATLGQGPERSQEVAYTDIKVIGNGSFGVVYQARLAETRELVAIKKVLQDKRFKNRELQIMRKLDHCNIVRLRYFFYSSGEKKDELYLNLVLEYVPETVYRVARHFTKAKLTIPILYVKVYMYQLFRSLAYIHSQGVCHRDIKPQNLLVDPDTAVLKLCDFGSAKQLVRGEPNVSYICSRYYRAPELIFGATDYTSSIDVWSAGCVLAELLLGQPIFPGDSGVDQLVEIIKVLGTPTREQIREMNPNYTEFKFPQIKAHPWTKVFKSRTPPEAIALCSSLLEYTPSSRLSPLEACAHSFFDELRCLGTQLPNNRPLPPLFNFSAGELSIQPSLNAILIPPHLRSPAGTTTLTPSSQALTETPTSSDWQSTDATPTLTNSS
HSF-1 act: increases HSF-1 driven luciferase reporter signal; NIH3T3-HGL HSF-1 luciferase reporter, MG132, 8 h; 100% = twice DMSO control signal; activation, % at 9 µM; 300,000 tested, 1.7% active; AID 504408;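 active = mean replicate activation of at least 50% with a set share of replicates each reaching 50%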;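 also: 0% = median of the neutral control wells and 100% = twice that signal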
Dyrk1A ADPGlo: inhibitors of rat Dyrk1A kinase; 310,000 tested, 0.43% active; Q63470; inhibition, % at 12.5 µM; ADP-Glo luminescence, NFATc1 peptide; in the data active = inhibition above about 50%;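 also: plate controls were vehicle with enzyme for no effect and no enzyme for full effect; many of its hits are not listed in these tables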
IEC-6 cytotox: kills IEC-6 intestinal cells in KLF5 counter-screen. AID 1825. 290,000 tested, 0.78% active. inhibition, % at 5 µM. IEC-6 cytotoxicity, luminescence viability; in the data active = inhibition above about 22%;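 also: 0% = plate median of test compound wells and 100% = cytotoxic reference compound wells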
Platelet DG rel: modulates dense granule release in human platelets | inhibition, %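 (compounds screened at 7.5 µM in platelet-rich plasma)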 | human platelet-rich plasma, SFLLRN dense granule ATP release, luminescence | 300,000 tested, 0.22% active;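 active = mean replicate score, as percent of positive control, at or above 50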
* marks the source's active call; other numbers are inactive results; · = no result given. A portion of the library. The share of hits here may be higher or lower than overall.

SMILES	KLF5 inhibitor	HSP90 inh	GSK3beta inhib	HSF1 inh	aSyn UTR inh	GSK3 alpha inh	HSF-1 act	Dyrk1A ADPGlo	IEC-6 cytotox	Platelet DG rel
CCOc1ccc(C2c3c(oc4ccccc4c3=O)C(=O)N2c2ccc(C)cn2)cc1OC (stereo not drawn)	-3	1	-1	1	-5	9	0	12	2	5
Cn1c(=O)n(C)c2cc(NC(=O)COc3ccc(F)cc3F)ccc21	-16	-6	3	-1	-27	2	12	11	-4	0
CCN(CC)c1ccc(NC(=O)Cn2c(C(C)NC(=O)c3ccccc3)nc3ccccc32)cc1 (stereo not drawn)	5	1	-2	6	-1	-4	0	1	0	6
COc1ccc(CCNC(=O)Cn2nnc(-c3cccc(OC)c3OC)n2)cc1OC	-13	6	-2	13	-6	12	3	-1	-5	-4
O=C(COc1ccc(/C=N/NC(=O)c2ccncc2)cc1)Nc1ccc([N+](=O)[O-])cc1	-28	-2	5	4	6	-2	24	-5	-5	10
COc1cccc(CC2(CO)CCN(Cc3cccn3-c3cccnc3)CC2)c1	-4	2	0	2	9	0	5	2	0	18
Fc1ccc2nc(Nc3nc4c(F)cc(F)cc4s3)sc2c1	-6	0	5	5	-211	-2	35	-3	3	15
CC(C)CC(OC(=O)c1ccco1)C(=O)NCC1CCCO1 (stereo not drawn)	-1	-2	-1	-5	1	-1	-6	-1	-2	-2
CC(C)Oc1cccc(-c2nnc(SCC(=O)Nc3ccc4c(c3)OCCO4)n2N)c1	-20	5	0	4	5	1	-9	0	8	-1
CCOc1cccc(C(=O)Nc2ccc(NC(=O)c3cc4ccccc4o3)c(OC)c2)c1	-10	-2	2	0	-2	1	13	·	3	-1
COc1ccc(-c2ccc([C@H]3[C@@H]4C=CCC[C@@]4(C)C(=O)N3Cc3ccccc3)c(F)c2)cc1OC	·	·	-1	0	25	-4	-2	6	·	3
O=C(NC1(C(=O)NC2CCCCC2)CCCCC1)c1ccc2c(c1)OCO2	-23	1	0	2	-9	-4	2	13	6	·
CC(=O)N1CCc2cc(S(=O)(=O)NC3CCCCC3)ccc21	-6	-2	·	-4	-13	1	1	-3	6	-1
Cc1cc(C(=O)NCc2cccs2)n(-c2ccccc2)n1	-32	-1	1	-1	4	1	-9	7	0	0
O=C(Cc1cccc2ccccc12)NC(=S)Nc1cccc(C(=O)O)c1	2	5	6	-7	3	1	2	3	6	1
COCc1c(C(=O)N/N=C(/C)c2cccs2)nnn1-c1nonc1N	-13	1	4	5	-17	0	0	-3	-2	-7
CCOc1cc(S(=O)(=O)N(CC)CC)ccc1Br	8	1	-1	-4	28	0	1	5	6	1
CCOc1ccc2nc(SCCNS(=O)(=O)c3ccccc3)sc2c1	1	0	0	5	-14	0	-1	7	1	14
COc1ccccc1NC(=O)C1(C)Cc2ccccc2C(=O)O1 (stereo not drawn)	-34	0	2	5	-3	3	14	-8	0	3
O=C(NCc1nnc(SCC(=O)N2CCCC2)o1)c1ccccc1F	9	0	1	-12	3	0	0	-9	-2	4
FC(F)Oc1ccc(NC(=S)NCC2COc3ccccc3O2)cc1 (stereo not drawn)	-34	2	-2	1	-9	-1	11	5	3	0
Cn1c(N)c(C(=O)CN2CCc3ccccc3C2)c(=O)n(C)c1=O	-16	-1	2	-5	-6	1	15	-7	-11	0
COC(=O)c1sccc1NC(=O)Nc1cc(C)ccc1C	-26	-1	-2	5	7	·	1	-1	-2	7
C=C1CCN([C@@H](Cc2ccccc2)C(=O)NCc2ccc(Cl)c(Cl)c2)S(=O)(=O)c2ccccc21	·	·	2	9	16	3	-13	10	·	0
COc1cccc(NC(=O)C(Sc2nnc(-c3ccncc3)n2-c2ccc(Cl)cc2)c2ccccc2)c1 (stereo not drawn)	-15	10	2	-6	14	-3	9	-7	5	22

Following part.
SMILES	KLF5 inhibitor	HSP90 inh	GSK3beta inhib	HSF1 inh	aSyn UTR inh	GSK3 alpha inh	HSF-1 act	Dyrk1A ADPGlo	IEC-6 cytotox	Platelet DG rel
O=C(CCN1C(=O)/C(=C/c2ccccc2F)SC1=S)NCCCN1CCOCC1	-12	-2	0	-10	0	-2	8	-4	1	-2
COc1ccccc1-n1nnnc1SCC(=O)N1CCCC1=O	-13	0	-5	-1	10	1	1	7	-5	16
CC1CCCCN1C(=O)CN1CCC(c2nc3ccc(Cl)cc3[nH]2)CC1 (stereo not drawn)	-23	5	-3	3	-24	-3	4	3	2	25
O=C(CSc1nc(=O)n2ccccc2n1)N1CCCc2ccccc21	·	·	3	-3	-13	-2	-4	·	·	5
COc1ccc(OC)c(CNc2ccc([N+](=O)[O-])cc2C)c1	-12	4	2	7	8	·	15	3	5	1
CCCn1c(-c2ccc(F)cc2)n[nH]c1=S	-35	-1	1	-2	-23	-7	0	-4	-6	-2
CC1=C(CCN2CCN(C3CCCC3)C(CCO)C2)C(C)(C)CCC1 (stereo not drawn)	1	0	-3	-5	-23	0	-6	-3	5	0
O=C(COc1ccccc1)N(Cc1ccccc1)c1nc(-c2ccccc2)cs1	-9	-1	-5	1	22	0	-1	-2	-8	-8
CC(C)[C@H](NC(=O)N1CCn2c1nc1ccccc12)C(=O)N[C@H](C(=O)O)c1ccccc1	-14	-2	2	2	-18	-2	6	4	-1	-5
COc1ccc(C2C(C(=O)c3ccccc3)=C(C)Nc3nc4ccccc4n32)c(OC)c1 (stereo not drawn)	-6	-4	0	-15	-5	-2	-13	0	2	8
COc1ccc(C(=O)Nc2ccc3[nH]ncc3c2)cc1OC	-20	-1	1	-3	6	1	-1	1	-4	-1
O=C(CSc1nnc(NC(=O)c2cccc(Cl)c2)s1)NCC1CCCO1 (stereo not drawn)	-75	-4	3	3	-45	0	4	-6	-4	7
O=C(CCl)Nc1cccc(Oc2ccccc2)c1	-7	2	1	37	-17	1	74*	2	-3	-8
CCOP(=O)(OCC)C(Nc1ccccc1)c1cccnc1 (stereo not drawn)	-12	-2	-1	-6	9	1	1	0	-1	8
COc1ccccc1OCCNC(=O)C1CCN(C(C)=O)CC1	-21	-4	-1	-4	22	-2	-13	-1	-6	9
Cc1ccc(-c2sc(C(=O)NN)c(C)c2C#N)cc1	-11	1	0	0	1	0	17	-1	0	7
COc1cccc(NC(=O)CSc2nnc(-c3ccoc3C)n2-c2ccccc2)c1	-7	0	0	-4	-2	0	24	·	-5	-2
COc1ccc(Cl)cc1NC(=O)COc1ccc(S(=O)(=O)N2CCOCC2)cc1C	19	1	·	5	-42	-1	8	-10	-2	-1
O=[N+]([O-])c1ccc(Oc2ccc(F)cc2)c2ccncc12	-14	3	4	-28	37	0	-42	5	3	-2
CC(=O)c1ccc(C(=O)N2CCCC(Nc3ccc(C(C)C)cc3)C2)s1 (stereo not drawn)	-17	1	5	5	-31	0	-4	·	2	-16
COc1cccc(C(=O)C2CCCN(Cc3cccn3-c3ccccn3)C2)c1 (stereo not drawn)	10	2	2	-11	-11	0	11	1	4	1
Cc1cc(C)c(N=Cc2c(O)n(-c3nccs3)c(=O)c3ccccc23)c(C)c1	-14	2	2	-2	16	-4	4	-5	-3	-1
CCc1nn(CC(=O)NCCCN(C)C2CCCCC2)c(=O)c2cc3occc3n12	-49	-2	1	2	-21	6	22	4	-3	5
CC1(C)OC2C(CO)OC(n3cnc4c(=S)nc[nH]c43)C2O1 (stereo not drawn)	6	-2	3	3	11	-2	-3	-1	7	-11
CN(c1ccccc1)S(=O)(=O)c1cccc(C(=O)Nc2nn[nH]n2)c1	-10	2	1	3	14	-4	-2	-6	2	0

Whole records, quoted from the list:
Shown for `COc1cccc(C(=O)C2CCCN(Cc3cccn3-c3ccccn3)C2)c1` (stereo not drawn) = KLF5 inhibitor = 10; HSP90 inh = 2; GSK3beta inhib = 2; HSF1 inh = -11; aSyn UTR inh = -11; GSK3 alpha inh = 0; HSF-1 act = 11; Dyrk1A ADPGlo = 1; IEC-6 cytotox = 4; Platelet DG rel = 1
Shown for `CCOP(=O)(OCC)C(Nc1ccccc1)c1cccnc1` (stereo not drawn) = KLF5 inhibitor = -12; HSP90 inh = -2; GSK3beta inhib = -1; HSF1 inh = -6; aSyn UTR inh = 9; GSK3 alpha inh = 1; HSF-1 act = 1; Dyrk1A ADPGlo = 0; IEC-6 cytotox = -1; Platelet DG rel = 8

Next results
SMILES	KLF5 inhibitor	HSP90 inh	GSK3beta inhib	HSF1 inh	aSyn UTR inh	GSK3 alpha inh	HSF-1 act	Dyrk1A ADPGlo	IEC-6 cytotox	Platelet DG rel
Cc1c(C(=O)Nc2ccc(C(=O)O)cc2)cnn1C	-23	-3	-1	-12	5	15	-12	-2	-2	0
OCC1CCCN(C(=S)Nc2ccc(Oc3ccccc3)cc2)C1 (stereo not drawn)	-74	-1	1	13	-135	-2	26	-3	-4	-4
CCN1CCN(CC(=O)N2N=C(c3cccs3)CC2c2ccc(OC)cc2)C(=O)C1=O (stereo not drawn)	-10	6	-1	7	8	-3	-11	·	5	0
CCOP(=O)(OCC)/C(C#N)=C/c1ccc(-c2ccc(F)cc2F)o1	-6	1	-3	16	0	-3	12	-4	3	15
CCn1c(CNC(=O)COc2ccc(C(C)C)cc2)nnc1SCC(=O)NC1CCCCC1C (stereo not drawn)	6	5	3	1	31	·	5	2	2	2
O=C(COc1ccc(Cl)cc1)Nc1c(-c2cccs2)nc2ccccn12	-13	-1	-3	6	25	-2	13	-3	-8	10
O=[N+]([O-])c1ccc(-c2nnc(-c3ccccc3)c(NCCCO)n2)cc1	-40	-5	0	4	-28	4	15	-5	4	1
COc1ccccc1NC(=O)COc1ccc(C(F)(F)F)cc1[N+](=O)[O-]	-24	-3	-1	0	-73	2	18	-2	-6	-2
Cc1ccc(Nc2nc(N)c([N+](=O)[O-])c(NCc3ccco3)n2)cc1	-7	4	-47	26	-11	4	37	-4	-3	2
O=C(CCn1c(=O)sc2ccccc21)Nc1nc2ccccc2s1	-28	0	1	14	-7	-1	33	8	4	2
COc1cc2c(cc1OC)C(C(=O)O)C(c1ccc(C)o1)N(C)C2=O (stereo not drawn)	-23	1	1	-7	6	-8	2	-1	5	·
CCN(CC)C(=O)c1ccc(/C=C/c2c[nH]c3ccccc23)[n+](C)c1	-24	2	0	-8	-4	-4	-1	-9	-1	-3
Cc1cccc(N(CC(=O)NCC2CCCO2)C(=O)CCC(=O)Nc2nccs2)c1 (stereo not drawn)	17	1	1	-2	1	-1	-11	-8	-4	1
CS(=O)(=O)N(CC(=O)Nc1cc(Cl)ccc1Cl)c1ccccc1Cl	-32	0	3	1	22	-3	21	·	-5	-5
CCn1cc(C(=O)NCc2ccccc2OC)c(=O)c2ccc(C)nc21	·	·	2	-5	9	-1	-1	·	·	-6
O=C(NCCc1ccccc1)c1ccnc(/C=N/O)c1	-24	-3	-1	2	-36	-3	-11	5	-3	-9
Nc1c(C(=O)NC2CC2)c2nc3ccccc3nc2n1-c1ccc2c(c1)OCO2	-22	-3	1	-3	26	5	-19	1	-1	-22
CCc1c(C)sc(NC(=O)c2cc(-c3cc(OC)ccc3OC)on2)c1C#N	-21	-3	-1	-9	11	-3	-13	8	6	-3
CCOC(=O)c1ccccc1NC(=O)c1n[nH]c(=O)c2ccccc12	10	6	-1	-4	9	0	-18	-4	9	24
O=C(Nc1nnc(C2CC2)s1)C1COc2ccccc2O1 (stereo not drawn)	-147	5	-10	5	-12	-2	27	·	-2	14
